SR-BI uptake up: SR-BI HDL lipid transfer activation; CHO ldlA[mSR-BI] cells, DiI-HDL uptake fluorescence, 3 h; 100 = double the neutral-control signal; activation, % at 12.5 µM; hit rate 0.096% among 320,000; AID 504775;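 active = mean replicate activation of at least 60% and every replicate at or above 60%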;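 note: 0% = median plate neutral-control signal and 100% = twice that signal; values of inactives mirror those of a sister screen read the other way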
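System: CHO ldlA[mSR-BI] cells / Medium: HEPES-buffered (25 mM, pH 7.4) F12 plus 0.5% BSA / Probe or stimulus: labelled HDL, 10 µg/mL / Doses: single compound concentration, delivered by pin transfer / Schedule: 3 h, 37 °C / Measured by: DiI fluorescence, bottom read / Measure: cell-associated DiI fluorescence as measure of HDL uptake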
RTF Ca sens inh: cardiac RTF calcium desensitization; inhibition, % at 7.15 µM; P19429+P45379; IANBD-labeled cardiac RTF, Ca2+ fluorescence; hit rate 0.12% among 340,000;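 active = inhibition above the mean inhibition of all tested compounds plus 3 SD, cut at about 17% in these data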;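 note: assay run at fixed EC70 calcium of 1.6 mM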
CAL PDZ FP-1: inhibitors of human CAL PDZ peptide binding; purified CAL PDZ, TMR-peptide fluorescence polarization, 1 h; AID 602252; inhibition, % at 24.9 µM; hit rate 0.92% among 300,000;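 active = mean inhibition of at least 30% with at least half of replicates also reaching 30%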;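 note: 0% = DMSO neutral control and 100% = excess unlabeled competitor peptide PRC23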
cardiac RTF act: cardiac RTF calcium sensitization. P19429+P45379. hit rate 0.24% among 340,000. activation, % at 7.2 µM. IANBD-labeled TnC RTF fluorescence at EC20 calcium; 0% EC20 calcium, 100% full calcium;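 active = activation above the mean over all tested compounds plus 3 SD, cut at about 30% in these data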;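 note: rise in fluorescence read as greater calcium sensitivity of cardiac thin filaments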
C-LANA FP: KSHV C-LANA DNA binding inhibition | MBP-C-LANA/FAM-LBS DNA binding, fluorescence polarization | hit rate 0.078% among 340,000 | inhibition, % at 9 µM;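 active = highest replicate inhibition at or above 60% at 9 µM, even if other replicates fall short; inactive = all replicates below 60% inhibition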;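 note: 0% = neutral control wells and 100% = 4 µM acridine orange control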
DAGLB inh: diacylglycerol lipase beta (human) inhibition. Q8NCG7. HEK293T DAGLB membrane lysate, EnzChek fluorogenic substrate. inhibition, % at 5.17 µM. hit rate 0.059% among 340,000. AID 504411; in the data active = inhibition above about 34%;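 note: 0% = enzyme with vehicle and 100% = wells lacking enzyme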
Rtt109 HAT inh: blocks Candida albicans Rtt109/Vps75 acetyltransferase activity; hit rate 0.16% among 330,000; purified Rtt109/Vps75, ThioGlo CoA-SH fluorescence, 4 h; inhibition, % at 34.9 µM; AID 540336;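 active = inhibition of at least 50% in every replicate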
PKA-R2B activ: activates the human PKA-R2B holoenzyme complex. P22694+P31323. PKA-R2B holoenzyme dissociation, Cy5-IP20 fluorescence polarization; R2B truncated from residue 108, S112A mutant; 0% DMSO only, 100% 113 µM cGMP. activation, % at 11.4 µM. hit rate 0.079% among 340,000. AID 504700;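 active = activation above a cutoff set at the mean over all compounds plus 3 SD, cut at about 18% in these data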;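 note: higher means more holoenzyme dissociation and a rise in polarization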
Target sequence (P31323 whole entry, looked up, other chains not shown, the tested form may be a part): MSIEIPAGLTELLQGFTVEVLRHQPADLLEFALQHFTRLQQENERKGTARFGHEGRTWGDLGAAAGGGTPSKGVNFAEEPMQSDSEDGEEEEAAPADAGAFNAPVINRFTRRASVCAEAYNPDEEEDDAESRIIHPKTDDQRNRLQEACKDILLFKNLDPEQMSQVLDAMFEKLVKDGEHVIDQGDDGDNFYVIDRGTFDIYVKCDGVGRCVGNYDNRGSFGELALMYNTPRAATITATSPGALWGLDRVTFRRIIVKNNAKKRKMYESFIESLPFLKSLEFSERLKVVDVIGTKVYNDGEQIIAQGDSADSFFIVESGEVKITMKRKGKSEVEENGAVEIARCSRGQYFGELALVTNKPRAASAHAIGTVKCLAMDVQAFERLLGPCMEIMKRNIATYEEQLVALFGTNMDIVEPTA
Keap1-Nrf2 PPI: Keap1-Nrf2 (human) interaction inhibition; Q14145; Keap1 Kelch-Nrf2 peptide fluorescence polarization, 1536-well; inhibition, % at 9.4 µM; hit rate 0.15% among 340,000; AID 504523; in the data active = inhibition above about 12%;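 note: human Keap1 Kelch domain with fluorescein labeled Nrf2 9mer peptide probe; 0% = neutral control wells and 100% = peptide positive control; higher means more block of Keap1 binding to Nrf2 peptide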
Target sequence (Q14145 whole entry, looked up, the tested form may be a part): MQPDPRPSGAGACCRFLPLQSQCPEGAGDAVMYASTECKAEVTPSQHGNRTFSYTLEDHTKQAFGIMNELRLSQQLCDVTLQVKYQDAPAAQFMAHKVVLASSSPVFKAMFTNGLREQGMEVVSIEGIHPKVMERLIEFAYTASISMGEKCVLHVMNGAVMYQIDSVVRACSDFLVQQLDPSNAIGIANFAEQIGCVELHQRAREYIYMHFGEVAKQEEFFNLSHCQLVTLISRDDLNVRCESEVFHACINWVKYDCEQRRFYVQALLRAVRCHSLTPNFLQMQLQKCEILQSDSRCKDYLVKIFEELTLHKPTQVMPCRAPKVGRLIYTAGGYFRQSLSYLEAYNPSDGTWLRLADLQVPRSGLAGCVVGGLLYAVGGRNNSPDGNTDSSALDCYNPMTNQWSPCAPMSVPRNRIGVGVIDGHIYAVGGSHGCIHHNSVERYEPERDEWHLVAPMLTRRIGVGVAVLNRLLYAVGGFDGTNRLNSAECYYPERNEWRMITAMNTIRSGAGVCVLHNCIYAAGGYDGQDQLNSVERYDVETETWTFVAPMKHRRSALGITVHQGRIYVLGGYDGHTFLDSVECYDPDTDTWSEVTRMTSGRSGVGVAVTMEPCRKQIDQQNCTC
CAL PDZ FP-2: human CAL PDZ-peptide interaction inhibition; Q9HD26; inhibition, % at 20 µM; AID 504414; purified CAL PDZ, TMR-peptide fluorescence polarization, 1 h; hit rate 0.02% among 330,000;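 active = highest replicate inhibition of at least 40%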;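 note: plate controls were DMSO neutral control wells for no effect and unlabeled competitor peptide control wells for full effect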
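Material – purified CerCALP PDZ construct · Detection – FP readout, S and P plane fluorescence · Measure – percent inhibition from loss of millipolarization · Controls – unlabelled peptide for full inhibition, DMSO wells as neutral · Probe or stimulus – TMR-labelled reporter peptide T*-PRC34 bound in PDZ groove · Times – 1 h at RT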
* marks the source's active call; other numbers are inactive results.

What do the screens show for `CCN(CC)C(=O)C12CC3CC(CC(Cl)(C3)C1)C2`?
SR-BI uptake up: 13; RTF Ca sens inh: -4; CAL PDZ FP-1: 6; cardiac RTF act: 4; C-LANA FP: -1.2; DAGLB inh: -2; Rtt109 HAT inh: 5; PKA-R2B activ: -12; Keap1-Nrf2 PPI: -1; CAL PDZ FP-2: -0.6

What do the screens show for `CC(C)COc1ccc(-c2nnc(-c3ccncc3)o2)cc1`?
SR-BI uptake up: 8; RTF Ca sens inh: 2; cardiac RTF act: -4; C-LANA FP: 1.3; DAGLB inh: -5; Rtt109 HAT inh: 6; PKA-R2B activ: 6; Keap1-Nrf2 PPI: -4; CAL PDZ FP-2: 0.0

What do the screens show for `Cc1cc(C(=O)COC(=O)Cn2c(C(F)(F)F)nc3ccccc32)c(C)n1Cc1ccco1`?
SR-BI uptake up: -8; RTF Ca sens inh: -12; CAL PDZ FP-1: 1; cardiac RTF act: 0; C-LANA FP: -0.2; DAGLB inh: -3; Rtt109 HAT inh: 3; PKA-R2B activ: -14; Keap1-Nrf2 PPI: -8; CAL PDZ FP-2: -1.1

How did Cc1ccc(OCC(=O)NNC(=O)C2CCN(c3nc(C)cc(C)n3)CC2)cc1 do in these assays?
SR-BI uptake up: -45; RTF Ca sens inh: -1; CAL PDZ FP-1: 3; cardiac RTF act: -5; C-LANA FP: 0.3; DAGLB inh: 2; Rtt109 HAT inh: 3; PKA-R2B activ: -9; Keap1-Nrf2 PPI: -2; CAL PDZ FP-2: -0.3

Results for CC(C)(C)NC(=O)/C=C/c1ccc(C(F)(F)F)cc1 ?
SR-BI uptake up: 14; RTF Ca sens inh: -5; CAL PDZ FP-1: -1; cardiac RTF act: 2; C-LANA FP: -0.2; DAGLB inh: -1; Rtt109 HAT inh: -4; PKA-R2B activ: 0; Keap1-Nrf2 PPI: 1; CAL PDZ FP-2: -2.1

How did CCN(c1ccccc1)S(=O)(=O)c1ccc(C(=O)Nc2nccs2)cc1 do in these assays?
SR-BI uptake up: -8; RTF Ca sens inh: 4; CAL PDZ FP-1: -2; cardiac RTF act: 4; C-LANA FP: 1.1; DAGLB inh: 2; Rtt109 HAT inh: -7; PKA-R2B activ: -6; Keap1-Nrf2 PPI: 6; CAL PDZ FP-2: 0.1

How did CCN=C1S/C(=C/c2ccc(-c3ccc(Cl)cc3C(=O)O)o2)C(=O)N1CC do in these assays?
SR-BI uptake up: -8; RTF Ca sens inh: -3; CAL PDZ FP-1: -6; cardiac RTF act: -5; C-LANA FP: -1.4; DAGLB inh: 7; PKA-R2B activ: -12; Keap1-Nrf2 PPI: 0; CAL PDZ FP-2: -3.6

What do the screens show for `CCOC(=O)c1c(N)sc(C(=O)N2CCCCC2)c1C`?
SR-BI uptake up: -7; RTF Ca sens inh: 1; CAL PDZ FP-1: 0; cardiac RTF act: 3; C-LANA FP: -2.0; DAGLB inh: 1; Rtt109 HAT inh: -2; PKA-R2B activ: -1; Keap1-Nrf2 PPI: -1; CAL PDZ FP-2: -0.2

How did CCOc1cc(C(=O)OCC(=O)N(C)c2ccccc2)cc(OCC)c1OCC do in these assays?
RTF Ca sens inh: 4; CAL PDZ FP-1: -5; cardiac RTF act: -4; C-LANA FP: 1.6; DAGLB inh: -2; Rtt109 HAT inh: 7; PKA-R2B activ: -6; Keap1-Nrf2 PPI: -7; CAL PDZ FP-2: -3.0

How did O=C(NCc1ccccc1F)C1CCN(C(=O)Nc2ccc(F)cc2)CC1 do in these assays?
RTF Ca sens inh: -6; cardiac RTF act: 0; C-LANA FP: -1.8; DAGLB inh: -1; Rtt109 HAT inh: -9; PKA-R2B activ: -4; Keap1-Nrf2 PPI: -1; CAL PDZ FP-2: -0.3

How did Cc1cc(C)c(N(C(=O)CN2C(=O)c3ccccc3S2(=O)=O)C(C(=O)NCC2CCCO2)c2ccc(F)cc2)c(C)c1 (stereo not given) do in these assays?
SR-BI uptake up: 15; RTF Ca sens inh: 3; CAL PDZ FP-1: 0; cardiac RTF act: -5; C-LANA FP: 0.9; DAGLB inh: -3; Rtt109 HAT inh: 0; PKA-R2B activ: -9; Keap1-Nrf2 PPI: -1; CAL PDZ FP-2: -0.3

What do the screens show for `COc1ccccc1N1CCN(C(=S)Nc2ccccc2)CC1`?
SR-BI uptake up: -5; RTF Ca sens inh: -8; cardiac RTF act: 2; C-LANA FP: 1.1; DAGLB inh: 0; Rtt109 HAT inh: -9; PKA-R2B activ: -3; Keap1-Nrf2 PPI: -1; CAL PDZ FP-2: 0.0

What do the screens show for `Cc1cc(NS(=O)(=O)c2ccc(NC(=O)Cc3cccs3)cc2)no1`?
SR-BI uptake up: 26; RTF Ca sens inh: 15; CAL PDZ FP-1: -1; cardiac RTF act: -5; C-LANA FP: 0.1; DAGLB inh: -2; Rtt109 HAT inh: 26; PKA-R2B activ: -1; Keap1-Nrf2 PPI: -1; CAL PDZ FP-2: -3.3

What do the screens show for `Cc1nn(C)cc1NC(=O)CCSc1nc(-c2ccco2)cc(C(F)(F)F)n1`?
SR-BI uptake up: -31; RTF Ca sens inh: -3; CAL PDZ FP-1: -2; cardiac RTF act: -2; C-LANA FP: -1.4; DAGLB inh: -1; Rtt109 HAT inh: 1; PKA-R2B activ: 6; Keap1-Nrf2 PPI: -7; CAL PDZ FP-2: -0.2

How did O=C(CN1CCN(S(=O)(=O)c2ccc(Cl)s2)CC1)N1CCCCC1 do in these assays?
SR-BI uptake up: 20; RTF Ca sens inh: 6; CAL PDZ FP-1: 3; cardiac RTF act: 0; C-LANA FP: 1.8; DAGLB inh: 0; Rtt109 HAT inh: 13; PKA-R2B activ: 3; Keap1-Nrf2 PPI: -6; CAL PDZ FP-2: 0.1

How did O=C(CN1C(=O)NC2(CCCC2)C1=O)NCCc1ccccc1 do in these assays?
SR-BI uptake up: 22; RTF Ca sens inh: -8; CAL PDZ FP-1: -4; cardiac RTF act: -1; C-LANA FP: -1.1; DAGLB inh: -4; Rtt109 HAT inh: -20; PKA-R2B activ: 5; Keap1-Nrf2 PPI: -7; CAL PDZ FP-2: 0.8

Results for COCc1cc(=O)n2c([nH]c3ccccc32)c1C#N ?
SR-BI uptake up: 4; RTF Ca sens inh: 1; CAL PDZ FP-1: 0; cardiac RTF act: 0; C-LANA FP: 1.6; DAGLB inh: 0; PKA-R2B activ: -5; Keap1-Nrf2 PPI: -1; CAL PDZ FP-2: -2.3

What do the screens show for `COC(=O)c1ccccc1NS(C)(=O)=O`?
SR-BI uptake up: 18; RTF Ca sens inh: -1; CAL PDZ FP-1: -5; cardiac RTF act: -3; C-LANA FP: 2.5; DAGLB inh: 3; Rtt109 HAT inh: -7; PKA-R2B activ: 4; Keap1-Nrf2 PPI: -5; CAL PDZ FP-2: -0.5

Results for COc1ccc(/C=N/NC(=O)c2nc(Cl)c(Cl)c(N)c2Cl)cc1COc1ccc(F)cc1F ?
SR-BI uptake up: -43; RTF Ca sens inh: -6; CAL PDZ FP-1: 1; cardiac RTF act: 2; C-LANA FP: 4.6; DAGLB inh: 5; Rtt109 HAT inh: -1; PKA-R2B activ: 6; Keap1-Nrf2 PPI: 1; CAL PDZ FP-2: -0.6

How did CCOc1ccc(CCNC(=O)c2cc3sccc3n2C)cc1OCC do in these assays?
SR-BI uptake up: -6; RTF Ca sens inh: -9; cardiac RTF act: -4; C-LANA FP: 1.7; DAGLB inh: -5; Rtt109 HAT inh: -10; PKA-R2B activ: 2; Keap1-Nrf2 PPI: 1; CAL PDZ FP-2: 1.2

Results for Cc1cccc2c1N(CCOc1ccccc1)C(=O)C2=O ?
SR-BI uptake up: -9; RTF Ca sens inh: -5; CAL PDZ FP-1: 5; cardiac RTF act: 1; C-LANA FP: -1.6; DAGLB inh: 5; Rtt109 HAT inh: -17; PKA-R2B activ: -1; Keap1-Nrf2 PPI: -1; CAL PDZ FP-2: -0.8

Results for Cn1cc(C(=O)c2ccc(Cl)cc2Cl)cc1C(=O)N/N=C(\N)COc1ccc(Cl)cc1 ?
RTF Ca sens inh: -14; CAL PDZ FP-1: -2; cardiac RTF act: 1; C-LANA FP: 1.2; DAGLB inh: 4; PKA-R2B activ: -8; Keap1-Nrf2 PPI: 0; CAL PDZ FP-2: -3.9

What do the screens show for `Cc1ccc(NC(=O)c2cc3c(s2)CCCC3)cc1`?
SR-BI uptake up: -68; RTF Ca sens inh: 0; CAL PDZ FP-1: -2; cardiac RTF act: 3; C-LANA FP: -1.4; DAGLB inh: -5; Rtt109 HAT inh: 4; PKA-R2B activ: -13; Keap1-Nrf2 PPI: -5; CAL PDZ FP-2: -3.2

Results for CCC(C)NC(=O)C1CCN(S(=O)(=O)c2ccc3nc4c(c(C(=O)O)c3c2)CCCCC4)CC1 (stereo not given) ?
SR-BI uptake up: -2; RTF Ca sens inh: 1; CAL PDZ FP-1: -3; cardiac RTF act: -2; C-LANA FP: 0.4; DAGLB inh: 4; Rtt109 HAT inh: 2; PKA-R2B activ: -16; Keap1-Nrf2 PPI: -1; CAL PDZ FP-2: -0.4

Results for COc1ccc(CCN=Cc2ccc(O)cc2)cc1OC ?
SR-BI uptake up: -31; RTF Ca sens inh: -4; CAL PDZ FP-1: -4; cardiac RTF act: -3; C-LANA FP: -1.4; DAGLB inh: 0; Rtt109 HAT inh: 4; PKA-R2B activ: 4; Keap1-Nrf2 PPI: -3

What do the screens show for `COc1ccc(S(=O)(=O)N(C)C)cc1NC(=O)c1ccc2c(c1)OCCO2`?
SR-BI uptake up: -23; RTF Ca sens inh: -2; CAL PDZ FP-1: -5; cardiac RTF act: -5; C-LANA FP: 2.9; DAGLB inh: -1; Rtt109 HAT inh: 9; PKA-R2B activ: -3; Keap1-Nrf2 PPI: 0; CAL PDZ FP-2: -2.1

How did Oc1ccc(/C=N/Nc2cc(N3CCCC3)nc(N3CCCC3)n2)cc1 do in these assays?
SR-BI uptake up: -43; RTF Ca sens inh: 3; CAL PDZ FP-1: 3; cardiac RTF act: -2; C-LANA FP: -0.6; DAGLB inh: 5; Rtt109 HAT inh: 2; PKA-R2B activ: -6; Keap1-Nrf2 PPI: -1; CAL PDZ FP-2: 0.4

Results for Cc1noc(C)c1COc1ccc(C(=O)OCC(=O)OC(C)(C)C)cc1 ?
SR-BI uptake up: -2; RTF Ca sens inh: -11; CAL PDZ FP-1: 0; cardiac RTF act: 0; C-LANA FP: -0.7; DAGLB inh: -3; Rtt109 HAT inh: 4; PKA-R2B activ: -1; Keap1-Nrf2 PPI: 6; CAL PDZ FP-2: -3.6
